Screening results as filed in PubChem.
C-LANA FP: KSHV C-LANA DNA binding inhibition; MBP-C-LANA/FAM-LBS DNA binding, fluorescence polarization; inhibition, % at 9 µM; 340,000 tested, 0.078% active;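 active = highest replicate inhibition at or above 60% at 9 µM, even if other replicates fall short; inactive = all replicates below 60% inhibition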;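 note: 0% = neutral control wells and 100% = 4 µM acridine orange control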
OPRM1-OPRD1 inv: mu-delta opioid heterodimer inverse agonism; inhibition, % at 9.3 µM; cell-based MOR-DOR heterodimer luminescence; 340,000 tested, 0.21% active; in the data active = inhibition above about 22%, passing the limit was not always enough;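 note: 0% = cells with DMSO and 100% = wells without cells with DMSO; values of inactives mirror those of a sister screen read the other way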
Cardiac RTF inh: cardiac RTF calcium desensitization; IANBD-labeled cardiac RTF, Ca2+ fluorescence; inhibition, % at 7.15 µM; 340,000 tested, 0.12% active; P19429+P45379;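 active = inhibition above the mean inhibition of all tested compounds plus 3 SD, cut at about 17% in these data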;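 note: assay run at fixed EC70 calcium of 1.6 mM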
cardiac RTF act: cardiac RTF calcium sensitization; IANBD-labeled TnC RTF fluorescence at EC20 calcium; 0% EC20 calcium, 100% full calcium; activation, % at 7.2 µM; AID 493008; P19429+P45379; 340,000 tested, 0.24% active;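 active = activation above the mean over all tested compounds plus 3 SD, cut at about 30% in these data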;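 note: rise in fluorescence read as greater calcium sensitivity of cardiac thin filaments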
Wnt bcat act: Wnt/beta-catenin pathway activation; Wnt/beta-catenin reporter cell assay, activator, plate reader; activation, % at 9.35 µM; 300,000 tested, 1.2% active; in the data active = activation above about 30%, passing the limit was not always enough;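 note: 0% = neutral control wells and 100% = positive control wells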
V-ATPase pH: yeast V-ATPase proton transport regulation by pHLuorin. AID 504577. S. cerevisiae, pHLuorin cytosolic pH fluorescence. response, % at 10 µM. 350,000 tested, 0.37% active; in the data active = response mostly above about 7.3%, no sharp cut-off; inactive = mostly below about 5.4%; note: actives read high; inactives centre near 0; some compounds called inactive have numbers as strong as hits; reference of the scale not given here
Arrestin-AP2 inh: blocks beta-arrestin peptide binding to AP2 adaptin; inhibition, % at 10 µM; 340,000 tested, 0.31% active; FITC-arrestin peptide / GST-AP2 beads, flow cytometry; AP2 beta2 appendage carries R879A mutation; AID 504490;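 active = inhibition above a set limit, near 3 SD of compounds lacking own fluorescence, cut at about 54% in these data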;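 note: plate controls were DMSO wells for no effect and 5 µM unlabelled arrestin peptide for full effect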
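Test system: GST-tagged AP2 beta2-adaptin appendage (R879A) on 4 µm glutathione beads; also added: fluorescein-tagged arrestin peptide at 50 nM final; timing: 12 min plus 1 h, RT; signal: flow cytometry, FL1 (488/535 nm); read-out: percent drop in bead-associated FITC signal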
MOR-DOR ag: OPRM1-OPRD1 heterodimerization agonism; P35372+P41143; cells, luminescence; activation, % at 9.3 µM; 340,000 tested, 0.3% active; AID 504326; in the data active = activation above about 18%;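 note: 0% = vehicle-treated cells and 100% = reference agonist; values of inactives mirror those of a sister screen read the other way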
Keap1 Nrf2 FP: disrupts human Keap1 binding to Nrf2 peptide; Q14145; Keap1 Kelch-Nrf2 peptide fluorescence polarization, 1536-well; inhibition, % at 9.4 µM; 340,000 tested, 0.15% active; AID 504523; in the data active = inhibition above about 12%;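 note: human Keap1 Kelch domain with fluorescein labeled Nrf2 9mer peptide probe; 0% = neutral control wells and 100% = peptide positive control; higher means more block of Keap1 binding to Nrf2 peptide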
Target sequence (Q14145 whole entry, looked up, the tested form may be a part): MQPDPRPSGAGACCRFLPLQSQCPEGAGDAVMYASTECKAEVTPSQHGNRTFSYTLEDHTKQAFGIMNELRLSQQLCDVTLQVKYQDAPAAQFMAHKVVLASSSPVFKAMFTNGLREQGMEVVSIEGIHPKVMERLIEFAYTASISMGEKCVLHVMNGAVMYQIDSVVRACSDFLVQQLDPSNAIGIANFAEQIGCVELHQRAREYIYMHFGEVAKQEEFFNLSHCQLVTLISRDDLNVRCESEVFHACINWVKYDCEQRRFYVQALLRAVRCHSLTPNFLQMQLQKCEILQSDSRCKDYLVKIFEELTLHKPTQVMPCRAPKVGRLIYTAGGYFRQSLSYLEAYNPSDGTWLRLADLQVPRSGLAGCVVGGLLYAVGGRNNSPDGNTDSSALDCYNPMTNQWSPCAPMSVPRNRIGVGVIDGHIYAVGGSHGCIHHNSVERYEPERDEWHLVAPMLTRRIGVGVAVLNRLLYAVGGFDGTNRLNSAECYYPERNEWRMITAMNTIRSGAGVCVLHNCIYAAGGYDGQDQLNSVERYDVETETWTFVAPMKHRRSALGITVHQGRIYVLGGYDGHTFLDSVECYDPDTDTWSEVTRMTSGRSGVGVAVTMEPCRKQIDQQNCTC
DSG3 Ab inh: human desmoglein-3 autoantibody binding inhibition. DSG3-coupled beads, scFv-anti-DSG3-GFP binding, flow cytometry; active compounds read low. binding (percent of control), % at 10 µM. 310,000 tested, 0.48% active. AID 588358;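 active = binding more than 3 SD below its plate's average and above zero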;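 note: hits lower antibody fragment binding to DSG3; some compounds called inactive have numbers as strong as hits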
Numbers without * were called inactive.

`Nc1nnc(SCC(=O)NN2C(=O)NC3(CCCCC3)C2=O)s1` gave C-LANA FP 2.8, OPRM1-OPRD1 inv -4, Cardiac RTF inh -24, cardiac RTF act 2, Wnt bcat act -1, V-ATPase pH 1, Arrestin-AP2 inh 20, MOR-DOR ag 0.7, Keap1 Nrf2 FP -2 and DSG3 Ab inh 100.
For CCc1nc2ccc(C(=O)N3CCN(c4cc(C)ccc4C)CC3)cc2nc1CC the results were C-LANA FP 1.4, OPRM1-OPRD1 inv -20, Cardiac RTF inh -8, cardiac RTF act -1, Wnt bcat act 0, V-ATPase pH 2, Arrestin-AP2 inh 27, MOR-DOR ag 3.8 and Keap1 Nrf2 FP 4.
CCOC(=O)c1ccc(-n2cccc2/C=C2\NC(=O)NC2=O)cc1 was read as C-LANA FP 0.3, OPRM1-OPRD1 inv 6, Cardiac RTF inh 10, cardiac RTF act -2, Wnt bcat act -10, V-ATPase pH 0, Arrestin-AP2 inh 4, MOR-DOR ag -1.1, Keap1 Nrf2 FP -3 and DSG3 Ab inh 104.
Screening Cc1nc2c(c(=O)c3ccccc3n2C)c(=O)n1-c1ccccc1 returned C-LANA FP 1.5, OPRM1-OPRD1 inv 16, Cardiac RTF inh 1, cardiac RTF act 6, Wnt bcat act -2, V-ATPase pH -4, Arrestin-AP2 inh -14, MOR-DOR ag -3.2, Keap1 Nrf2 FP 4 and DSG3 Ab inh 108.
Screening O=[N+]([O-])c1ccc(NCc2ccc3c(c2)OCO3)cc1 returned C-LANA FP -1.3, OPRM1-OPRD1 inv 11, Cardiac RTF inh -1, cardiac RTF act 5, Wnt bcat act 3, V-ATPase pH -1, Arrestin-AP2 inh 1, MOR-DOR ag -2.1, Keap1 Nrf2 FP -2 and DSG3 Ab inh 94.
For COc1ccc(CNCc2cc(OC)ccc2OC)cc1 the results were C-LANA FP -0.2, OPRM1-OPRD1 inv -27, Cardiac RTF inh -4, cardiac RTF act -6, Wnt bcat act 0, V-ATPase pH -3, Arrestin-AP2 inh 9, MOR-DOR ag 5.8, Keap1 Nrf2 FP 2 and DSG3 Ab inh 110.
For Cc1ccc(S(=O)(=O)N/N=C/c2ccc(C#N)cc2)cc1 the results were C-LANA FP 0.2, OPRM1-OPRD1 inv 26, Cardiac RTF inh -9, cardiac RTF act -2, Wnt bcat act 2, V-ATPase pH 0, Arrestin-AP2 inh -1, MOR-DOR ag -5.0, Keap1 Nrf2 FP 0 and DSG3 Ab inh 97.
Screening COC(=O)C1=C(C(=O)OC)[C@@H]2N(Cc3ccccc3)c3ccccc3[C@@]23C[C@@H](CO)N(C(=O)NC2CCCC2)C3=N1 returned C-LANA FP 2.6, OPRM1-OPRD1 inv 7, Cardiac RTF inh 0, cardiac RTF act -1, Wnt bcat act -4, V-ATPase pH 0, Arrestin-AP2 inh 4, MOR-DOR ag -1.3, Keap1 Nrf2 FP -6 and DSG3 Ab inh 99.
Screening CCOc1ccc(CCNC(=O)COC(=O)CNC(=O)c2ccc(Br)o2)cc1OCC returned C-LANA FP 1.5, OPRM1-OPRD1 inv 6, Cardiac RTF inh 0, cardiac RTF act -5, Wnt bcat act 3, V-ATPase pH -2, Arrestin-AP2 inh 3, MOR-DOR ag -0.9, Keap1 Nrf2 FP -1 and DSG3 Ab inh 101.
Screening Cc1ccc(NC(=O)N(Cc2nc3ccccc3c(=O)[nH]2)Cc2cccs2)cc1 returned C-LANA FP 2.1, OPRM1-OPRD1 inv 13, Cardiac RTF inh -3, cardiac RTF act 0, Wnt bcat act 9, V-ATPase pH -6, Arrestin-AP2 inh -6, MOR-DOR ag -2.4, Keap1 Nrf2 FP -1 and DSG3 Ab inh 109.
COc1ccccc1C1(O)CCN(CC(=O)Nc2c(C)nn(C)c2C)CC1 was read as C-LANA FP 0.4, OPRM1-OPRD1 inv 6, Cardiac RTF inh -2, cardiac RTF act -4, Wnt bcat act 2, V-ATPase pH -4, Arrestin-AP2 inh 1, MOR-DOR ag -1.1, Keap1 Nrf2 FP 0 and DSG3 Ab inh 95.
Screening CCN(C(=O)c1cc2c(=O)n3ccccc3nc2n1C)C1CCCCC1 returned C-LANA FP -0.2, OPRM1-OPRD1 inv 6, Cardiac RTF inh 1, cardiac RTF act 3, Wnt bcat act 8, V-ATPase pH 1, Arrestin-AP2 inh 13, MOR-DOR ag -1.2, Keap1 Nrf2 FP 3 and DSG3 Ab inh 100.
`NCCCCCNC(=O)c1[nH]cnc1C(=O)N[C@@H](Cc1ccccc1)C(=O)OCc1ccccc1` gave C-LANA FP 4.1, OPRM1-OPRD1 inv 17, Cardiac RTF inh 0, cardiac RTF act 3, Wnt bcat act -3, V-ATPase pH 3, Arrestin-AP2 inh -3, MOR-DOR ag -3.7, Keap1 Nrf2 FP -1 and DSG3 Ab inh 100.
CCCCCN(C(=O)CCC(=O)OCC(=O)c1ccc(C(C)CC)cc1)c1c(N)n(CCCC)c(=O)[nH]c1=O (centres undefined) was read as C-LANA FP -2.8, OPRM1-OPRD1 inv -7, Cardiac RTF inh -16, cardiac RTF act -5, V-ATPase pH 3, Arrestin-AP2 inh 18, MOR-DOR ag 1.0, Keap1 Nrf2 FP -4 and DSG3 Ab inh 104.
Screening COC(=O)c1c(C)cc(O)c(C)c1O returned C-LANA FP -1.5, OPRM1-OPRD1 inv 12, Cardiac RTF inh -1, cardiac RTF act -1, Wnt bcat act 1, V-ATPase pH 0, Arrestin-AP2 inh 8, MOR-DOR ag -2.2, Keap1 Nrf2 FP -6 and DSG3 Ab inh 93.
Screening COc1cc(C(=O)N/N=C(\C)c2ccc3c(c2)OCO3)cc(OC)c1OC returned C-LANA FP 0.2, OPRM1-OPRD1 inv 6, Cardiac RTF inh 6, cardiac RTF act -6, Wnt bcat act 0, V-ATPase pH -10, Arrestin-AP2 inh -7, MOR-DOR ag -1.1, Keap1 Nrf2 FP -5 and DSG3 Ab inh 102.
For CCc1ccc2[nH]c3nc(SCc4nnc(-c5ccccc5)o4)nnc3c2c1 the results were C-LANA FP -1.1, OPRM1-OPRD1 inv 7, Cardiac RTF inh -4, cardiac RTF act -1, Wnt bcat act 0, V-ATPase pH -1, Arrestin-AP2 inh 2, MOR-DOR ag -1.2, Keap1 Nrf2 FP -4 and DSG3 Ab inh 94.
Screening CC1CCc2sc(C(=O)N(C)CC(=O)Nc3cccc(F)c3)cc2C1 (centres undefined) returned C-LANA FP -1.3, OPRM1-OPRD1 inv -10, Cardiac RTF inh 3, cardiac RTF act 1, Wnt bcat act 3, V-ATPase pH 2, Arrestin-AP2 inh -5, MOR-DOR ag 1.9, Keap1 Nrf2 FP -2 and DSG3 Ab inh 100.
For COc1ccc(CNC(=O)CCCn2nc(C)c([N+](=O)[O-])c2C)cc1OC the results were C-LANA FP 4.3, OPRM1-OPRD1 inv 15, Cardiac RTF inh -5, cardiac RTF act -1, Wnt bcat act 38*, V-ATPase pH -1, Arrestin-AP2 inh -19, MOR-DOR ag -3.2, Keap1 Nrf2 FP 2 and DSG3 Ab inh 102.
N#CC1=C(N)SC(N)=C(C#N)C1c1ccc([N+](=O)[O-])cc1 was read as C-LANA FP -1.4, OPRM1-OPRD1 inv -29, Cardiac RTF inh -23, cardiac RTF act 10, Wnt bcat act -2, V-ATPase pH 3, Arrestin-AP2 inh -1, MOR-DOR ag 4.8, Keap1 Nrf2 FP -11 and DSG3 Ab inh 106.
CN1CCc2c(sc3nc(NN)n(-c4ccc(Cl)cc4)c(=O)c23)C1 was read as C-LANA FP -0.9, OPRM1-OPRD1 inv -2, Cardiac RTF inh -4, cardiac RTF act 1, V-ATPase pH -1, Arrestin-AP2 inh 4, MOR-DOR ag 0.5, Keap1 Nrf2 FP -7 and DSG3 Ab inh 91.
CCOC(=O)Nc1nnc(CCc2ccccc2)s1 was read as C-LANA FP -2.4, OPRM1-OPRD1 inv 7, Cardiac RTF inh -24, cardiac RTF act -4, V-ATPase pH -2, Arrestin-AP2 inh 0, MOR-DOR ag -1.3, Keap1 Nrf2 FP -8 and DSG3 Ab inh 103.
CCOc1ccc(C(=O)Nc2nnc(SCC(=O)NCC3CCCO3)s2)cc1OCC (centres undefined) was read as C-LANA FP -0.9, OPRM1-OPRD1 inv 7, Cardiac RTF inh 1, cardiac RTF act 0, Wnt bcat act 3, V-ATPase pH 2, Arrestin-AP2 inh -4, MOR-DOR ag -1.3, Keap1 Nrf2 FP 2 and DSG3 Ab inh 109.
`CC(C)(C)NC(=O)NC(=O)COC(=O)Cc1c(F)cccc1Cl` gave C-LANA FP -4.2, OPRM1-OPRD1 inv 0, Cardiac RTF inh -7, cardiac RTF act -6, Wnt bcat act -1, V-ATPase pH -3, Arrestin-AP2 inh -4, MOR-DOR ag 0.0, Keap1 Nrf2 FP -4 and DSG3 Ab inh 97.
For COc1ccccc1COC(=O)N/C=C/c1ccco1 the results were C-LANA FP -1.1, OPRM1-OPRD1 inv 17, Cardiac RTF inh -7, cardiac RTF act -2, Wnt bcat act -1, V-ATPase pH -1, Arrestin-AP2 inh 47, MOR-DOR ag -3.3, Keap1 Nrf2 FP -4 and DSG3 Ab inh 103.
CCOc1cc(/C=C2\C(=O)N(CCC#N)N=C2C)ccc1OCC(N)=O was read as C-LANA FP -0.1, OPRM1-OPRD1 inv 11, Cardiac RTF inh -15, cardiac RTF act 3, Wnt bcat act 0, V-ATPase pH -3, Arrestin-AP2 inh -8, MOR-DOR ag -2.0, Keap1 Nrf2 FP -4 and DSG3 Ab inh 98.
COc1oc(-c2ccccc2C)nc1C(F)(F)F was read as C-LANA FP -0.6, OPRM1-OPRD1 inv 16, Cardiac RTF inh 1, cardiac RTF act -2, Wnt bcat act -4, V-ATPase pH -2, Arrestin-AP2 inh 24, MOR-DOR ag -3.2, Keap1 Nrf2 FP 2 and DSG3 Ab inh 102.
Screening Clc1ccc(CSc2nnc(/C=C/c3ccccc3)o2)cc1 returned C-LANA FP 1.7, OPRM1-OPRD1 inv -13, Cardiac RTF inh -7, cardiac RTF act 4, V-ATPase pH 2, Arrestin-AP2 inh 8, MOR-DOR ag 2.3, Keap1 Nrf2 FP -5 and DSG3 Ab inh 101.
CC(C)n1c(C(F)(F)F)nc2cc(C(=O)N3CCC(O)CC3)ccc21 was read as C-LANA FP -0.4, OPRM1-OPRD1 inv 7, Cardiac RTF inh 3, cardiac RTF act 2, Wnt bcat act -2, V-ATPase pH 3, Arrestin-AP2 inh 11, MOR-DOR ag -1.3, Keap1 Nrf2 FP -3 and DSG3 Ab inh 114.
COC(=O)/C(C(C)=O)=C(/C=C/C=C/N(C)C)N(C)C was read as C-LANA FP 2.6, OPRM1-OPRD1 inv 1, Cardiac RTF inh 1, cardiac RTF act 8, Wnt bcat act -2, V-ATPase pH -1, Arrestin-AP2 inh 0, MOR-DOR ag -0.1, Keap1 Nrf2 FP -7 and DSG3 Ab inh 103.

Pulled by compound from the entries so far, two records:
For COc1ccccc1COC(=O)N/C=C/c1ccco1 the results were C-LANA FP -1.1, OPRM1-OPRD1 inv 17, Cardiac RTF inh -7, cardiac RTF act -2, Wnt bcat act -1, V-ATPase pH -1, Arrestin-AP2 inh 47, MOR-DOR ag -3.3, Keap1 Nrf2 FP -4 and DSG3 Ab inh 103.
CCOC(=O)Nc1nnc(CCc2ccccc2)s1 was read as C-LANA FP -2.4, OPRM1-OPRD1 inv 7, Cardiac RTF inh -24, cardiac RTF act -4, V-ATPase pH -2, Arrestin-AP2 inh 0, MOR-DOR ag -1.3, Keap1 Nrf2 FP -8 and DSG3 Ab inh 103.
